Screening data as filed in PubChem BioAssay.
HCMV antiviral: inhibitors of human cytomegalovirus; HFF cells, HCMV-luciferase reporter, 72 h; stronger effect = lower value; activity change, negative = inhibition, % at 57.5 µM; 4.5% of 410,000 active; in the data active = activity change below about -60%; inconclusive = no clear call, values can overlap the other calls; inactive = above about -39%
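Steps: HFFs plated, 16 h 37C; compounds added; HCMV-luciferase added to MOI 1 PFU/cell; 72 h 37C; OneGlo reagent, 5 min room temperature; luminescence read, normalized to controls.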
Tb PYK inh: inhibitors of Trypanosoma brucei pyruvate kinase | TbPYK enzyme, Kinase-Glo Plus ATP luminescence, 45 min | 0.12% of 410,000 active | Potency, µM (series often up to 76.8 µM), without a hit: top-dose activity, negative = inhibition, hits mostly inhibitors | Q57TT1; also: potency is read from the fitted curve at half-maximal effect; nearly all actives have a fitted effect of over 50% in size
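Readout: single end-point luminescence (Kinase-Glo Plus, 10 min). Reaction conditions were TbPYK/substrate plus 130 uM ADP, 45 min at RT, pH 7.2 TEA buffer. No-enzyme wells served as controls, and data were normalized before concentration-response fitting.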
LmPK inhibitor: blocks Leishmania mexicana pyruvate kinase activity; Q27686; purified LmPK, Kinase-Glo ATP luminescence, 1 h; Potency, µM (highest dose often 57.5 µM), for inactives: at the highest dose activity change, negative = inhibition, actives largely listed as inhibitors; 0.37% of 290,000 active; AID 1721; also: potency is read from the fitted curve at half-maximal effect
Target sequence (Q27686 whole entry, looked up): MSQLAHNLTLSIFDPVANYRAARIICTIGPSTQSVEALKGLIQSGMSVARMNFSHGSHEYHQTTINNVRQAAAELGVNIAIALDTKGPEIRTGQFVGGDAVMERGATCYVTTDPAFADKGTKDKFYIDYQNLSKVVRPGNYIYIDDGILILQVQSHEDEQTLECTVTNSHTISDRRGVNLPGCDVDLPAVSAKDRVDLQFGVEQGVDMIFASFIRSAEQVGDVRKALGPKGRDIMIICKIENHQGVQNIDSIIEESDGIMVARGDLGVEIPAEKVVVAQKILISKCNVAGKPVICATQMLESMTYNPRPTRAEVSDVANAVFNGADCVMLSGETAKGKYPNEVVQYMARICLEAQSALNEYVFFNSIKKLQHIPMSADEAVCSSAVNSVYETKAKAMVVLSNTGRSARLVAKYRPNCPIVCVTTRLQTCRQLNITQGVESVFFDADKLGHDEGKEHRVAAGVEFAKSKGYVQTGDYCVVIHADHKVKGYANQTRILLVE
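In 50 mM imidazole pH 7.2 with 7 mM MgCl2, LmPK (0.1 nM) turned over PEP (0.5 mM) and ADP (0.1 mM) for 1 h at room temperature. Luciferase read-out of ATP.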
AmpC no deterg: inhibitors of E. coli AmpC beta-lactamase without detergent; Potency, µM (highest dose often 57.1 µM), inactives show top-dose activity change, negative = inhibition, most hits filed as inhibitors; 0.52% of 330,000 active; AID 485341; P00811; AmpC nitrocefin hydrolysis, absorbance 480 nm, 0.0001% Triton;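 also: potency is read from the fitted curve at half-maximal effect; plate controls were no compound for no effect and no enzyme for full effect; nearly all actives have a fitted effect of over 20% in size; some results filed as inactive show a strong effect at the top dose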
Target sequence (P00811 whole entry, looked up): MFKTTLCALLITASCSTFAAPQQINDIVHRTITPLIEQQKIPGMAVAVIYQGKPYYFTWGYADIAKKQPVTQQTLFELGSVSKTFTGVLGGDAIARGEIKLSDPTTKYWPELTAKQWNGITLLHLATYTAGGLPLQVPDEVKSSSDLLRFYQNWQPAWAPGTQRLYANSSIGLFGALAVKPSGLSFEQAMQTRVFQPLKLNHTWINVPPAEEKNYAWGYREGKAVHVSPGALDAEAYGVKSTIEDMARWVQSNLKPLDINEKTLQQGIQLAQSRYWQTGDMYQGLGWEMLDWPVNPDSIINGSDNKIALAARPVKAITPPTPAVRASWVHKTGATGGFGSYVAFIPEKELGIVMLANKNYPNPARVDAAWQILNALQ
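AmpC (5.3 nM in the dispensed reagent) in 20 mM phosphate pH 7.0 with 0.01% (detergent screen) or 0.0001% Triton X-100 was preincubated with compounds for 15 min at room temperature. Nitrocefin was then added from an 800 uM solution, and hydrolysis was followed at 480 nm.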
AMA1-RON2 inh: AMA1-RON2 (P. falciparum) interaction inhibition | AlphaScreen AMA1-biotinylated RON2 peptide binding | Potency, µM (top dose mostly 58.2 µM), without a hit: at the highest dose activity change, negative = inhibition, actives largely listed as inhibitors | 0.2% of 360,000 active | AID 720542;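 also: potency is read from the fitted curve at half-maximal effect; 0% = vehicle wells and -100% = peptide control; nearly all actives have a fitted effect of over 45% in size; some results filed as inactive show a strong effect at the top dose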
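AMA1 (3D7) with his tag at 25 nM final met compounds first, then biotinylated RON2 peptide at 25 nM; detection used donor plus acceptor beads, 10 µg/mL apiece, read by AlphaScreen after 30 min at room temperature.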
Sm TGR inh: S. mansoni TGR enzyme inhibition. purified TGR, DTNB reduction, TNB absorbance 405 nm. Potency, µM (titrated, usually from 114 µM), without a hit: at the top dose activity change, negative = inhibition, hits mostly inhibitors. 3% of 360,000 active. AID 485364; also: potency is read from the fitted curve at half-maximal effect; nearly all actives have a fitted effect of over 60% in size
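First, TGR (20 nM dispensed) and NADPH were mixed with compound. Second, a 15 min room-temperature incubation followed. Third, further NADPH and then DTNB were added to start the reaction. Finally, TNB absorbance was monitored kinetically.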
AmpC detergent: AmpC beta-lactamase inhibition with detergent present | P00811 | Potency, µM (top dose mostly 114 µM), for inactives: at the top dose activity change, negative = inhibition, actives largely listed as inhibitors | 0.041% of 370,000 active | AmpC hydrolysis of nitrocefin, absorbance 480 nm, 0.01% Triton;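 also: potency is read from the fitted curve at half-maximal effect; 0% = no-compound wells and -100% = no-enzyme wells; nearly all actives have a fitted effect of over 25% in size; some results filed as inactive show a strong effect at the top dose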
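20 mM phosphate pH 7.0 + 0.01% (detergent screen) or 0.0001% Triton X-100; 5.3 nM AmpC reagent; cpd preinc 15 min RT; nitrocefin (800 uM stock) to start; A480 q20 s × 4 min; Activity was normalised to no-enzyme and no-compound control wells.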
An asterisk follows results filed as active; ? = inconclusive; / = not tested or not shown; [ ] = remark or other dose. Unless noted, calls follow the shape of the dose curve; as a rule, active = well fitted curve in the direction sought with a large enough effect; inconclusive = small, poorly fitted or top-dose-only effect, or another doubt; inactive = no such curve, though single readings can be large; an effect the other way counts as inactive or inconclusive. Unless noted, % is scaled to controls: 0 for no effect and ±100 for the full control effect. Rows are unselected. About 7.4% of those tested had a hit in this group.

smiles,HCMV antiviral,Tb PYK inh,LmPK inhibitor,AmpC no deterg,AMA1-RON2 inh,Sm TGR inh,AmpC detergent
O=C(NC(CSCc1ccccc1)C(=O)N/N=C/c1ccc(O)cc1O)c1ccc([N+](=O)[O-])cc1 (stereo not given),-7,3%,-2%,-31%,12%,24%,-7%
CC1=C(C(=O)N(C(C)C)C(C)C)CC(CC(=O)NCCN2CCOCC2)C(=O)N1CCCN1CCCC1=O (stereo not given),7,-12%,/,/,14%,/,/
CSc1nc2[nH]c3c(c2c2nncn12)CC(C)(C)OC3,23,-1%,-6%,-7%,-2%,0%,?
O=C(NCc1ccccc1)c1cc(-n2cnnc2)ccc1Cl,-1,1%,-2%,-10%,8%,2%,-10%
CN(C)C1(CNC(=O)C2CCN(S(=O)(=O)c3cc(Cl)ccc3Cl)CC2)CCCCC1,-16,1%,-7%,6%,-8%,25µM*,-6%
CCOC(=O)c1sc(NC(=O)c2cc3n(n2)C(C(F)(F)F)CC(c2cccs2)N3)c(C(=O)OCC)c1C (stereo not given),-7,3%,6%,-10%,2%,-10%,1%
O=C(N[C@@H](Cc1ccccc1)C(=O)OCc1ccccc1)c1nc[nH]c1C(=O)NC(c1ccccc1)c1ccccc1,-3,-2%,1%,-15%,100%[activator],7%,4%
COc1ccc(C(=O)Nc2nccs2)cc1,46,-7%,-3%,2%,1%,-5%,?
CC(=O)c1cc(C#N)c(Oc2cccc(C(F)(F)F)c2)nc1C,37,0%,0%,15%,10%,-13%,-4%
COc1cccc(C2CC(c3ccccc3OC)n3nc(N)nc3N2)c1 (stereo not given),1,-1%,-2%,28%,-3%,-23%,?
COc1ccc(OCCCCN(C)Cc2ccccc2)cc1,41,12%,-2%,-1%,?,5%,-17%
COC(=O)C(NS(C)(=O)=O)(c1c(C)[nH]c2ccccc12)C(F)(F)F (stereo not given),2,7%,0%,-18%,-3%,-24%,-1%

(listing goes on)
smiles,HCMV antiviral,Tb PYK inh,LmPK inhibitor,AmpC no deterg,AMA1-RON2 inh,Sm TGR inh,AmpC detergent
Cc1c(Cl)cccc1NC(=O)Nc1c[nH]c(=O)[nH]c1=O,-16,-2%,/,/,/,-3%,3%
COc1ccc(C(=O)Nc2cccc(/C=C/c3nc4ccccc4c(=O)[nH]3)c2)cc1,-84*,-2%,-2%,-39%,-1%,10%,-1%
CCOc1ccccc1NC(=O)N1CCc2c(sc(C)c2CC)C1c1ccccc1 (stereo not given),-12,-1%,/,/,/,-2%,3%
CCOc1ccc(CNC(=O)CCC(=O)N2Cc3cccc(OC)c3Oc3ncccc32)cc1,?,0%,8%,67%[activator],13%,70%[activator],-3%
Cc1ccn2c(NC3CCCC3)c(-c3cccs3)nc2c1,-27,-26%,-12%,?,4%,20µM*,-12%
COC(=O)c1[nH]c2ccccc2c1NC(=O)CN1CCC(C(N)=O)(N2CCCCC2)CC1,-6,-7%,4%,-12%,9%,-13%,-10%
COc1cc(NC2c3ccccc3C(=O)N2Cc2ccc3c(c2)OCO3)cc(OC)c1OC (stereo not given),22,-10%,-1%,0%,-4%,-27%,-16%
COc1ccc(CNC(=O)c2ccc(N3CCCC3)c(NC(=O)NCc3ccc(F)cc3)c2)cc1,6,-6%,/,/,/,-1%,0%
C(/CCc1ccccc1)=N\Nc1nc2ccccc2[nH]1,-23,-2%,-29%,-27%,39%[activator],-9%,3%
O=C(CN1C(=O)NC2(CCCCC2)C1=O)Nc1cccc(Cl)c1Cl,39,0%,/,-18%,-5%,-10%,0%
CCOC(=O)N1CCC(NC(=O)Cc2ccccc2)CC1,11,0%,-6%,0%,-21%,-21%,?
O=C(Nc1ccccc1)c1nnsc1S(=O)c1ccc(Cl)cc1 (stereo not given),-104*,?,0%,14µM*,-4%,0.1µM*,?

One compound at a time (already shown). Screens in order: HCMV antiviral	Tb PYK inh	LmPK inhibitor	AmpC no deterg	AMA1-RON2 inh	Sm TGR inh	AmpC detergent
COc1ccc(C(=O)Nc2cccc(/C=C/c3nc4ccccc4c(=O)[nH]3)c2)cc1 reads -84*	-2%	-2%	-39%	-1%	10%	-1%
Cc1c(Cl)cccc1NC(=O)Nc1c[nH]c(=O)[nH]c1=O reads -16	-2%	/	/	/	-3%	3%

Continued.
smiles,HCMV antiviral,Tb PYK inh,LmPK inhibitor,AmpC no deterg,AMA1-RON2 inh,Sm TGR inh,AmpC detergent
COc1ccccc1CNC(=O)C1CCN(C(=O)N(C)C)CC1,-2,-2%,-6%,-6%,-3%,-1%,0%
Cn1nc(C(F)(F)F)c2cc(NC(=O)OCc3ccc(F)cc3)sc21,-35,-19%,3%,-7%,-14%,13%,-2%
COc1ccccc1-c1cc(C(F)(F)F)nc(NCc2ccco2)n1,23,-1%,2%,-15%,-4%,-40%,1%
CC1=CSC2=NC(C(F)(F)F)(C(F)(F)F)NC(=O)N12,-28,2%,-3%,-16%,-4%,10%,8%
CCCCN(Cc1ccccc1)S(=O)(=O)c1ccc2c(c1)CC(C)N2C(=O)CC (stereo not given),-7,-7%,/,/,/,-4%,0%
O=C(C(Cc1ccccc1)n1cccc1)N1CCN(C2CCCCC2)CC1 (stereo not given),9,3%,0%,68%[activator],-12%,4%,?
O=C(Nc1ccc(Cl)c(Cl)c1)Nc1ccon1,-31,-11%,-8%,?,0%,-14%,-1%
COC(=O)c1ccccc1NC(=O)Cn1c(=O)cc(C)c2c(C)nn(-c3cccc(Cl)c3C)c21,-7,3%,/,/,/,-5%,22%
COC(=O)c1c(NC(=O)c2cc(=O)c3ccc(C)c(C)c3o2)sc2c1CCCC2,5,-9%,/,/,/,1%,16%
CC(=O)NC(c1ccccc1)c1cccnc1 (stereo not given),-19,0%,-6%,-2%,33%[activator],-3%,-9%
CC1(c2ccc(OC(F)F)cc2)NC(=O)N(CC(=O)Nc2ccc(F)cc2)C1=O (stereo not given),16,0%,5%,-6%,12%,1%,-11%
COC(=O)[C@@H](Cc1ccccc1)NC(=O)/C=C/[C@H]1O[C@@H](n2cnc3c(NC(=O)c4ccccc4)ncnc32)[C@H](O)[C@@H]1O,-14,0%,/,/,16%,/,/

(listing goes on)
smiles,HCMV antiviral,Tb PYK inh,LmPK inhibitor,AmpC no deterg,AMA1-RON2 inh,Sm TGR inh,AmpC detergent
Cc1ccc(NC(=O)CSc2nc3ccccc3c(=O)n2CC2CCCO2)cc1 (stereo not given),-7,3%,-2%,-22%,19%,-20%,3%
Cc1c(C(=O)NCc2ccc(F)cc2)sc2nc(-c3ccccc3)cn12,28,-12%,/,/,/,1%,-1%
COc1ccc([N+](=O)[O-])cc1-n1cnnn1,14,-5%,-1%,-6%,10%,3%,6%
CCOC(=O)Nc1ccc2c(c1)N(C(=O)CN1CCN3CCCC3C1)c1ccccc1CC2 (stereo not given),75,2%,-2%,52%,-8%,-9%,?
CC(NC(=O)COc1ncnc2cc([N+](=O)[O-])ccc12)c1ccccc1 (stereo not given),-2,-5%,5%,-39%,1%,-3%,-10%
CCC(=O)N1N=C2C3CCN(CC3)C2C1c1ccc(C)cc1 (stereo not given),23,-8%,1%,-1%,26%,2%,-5%
CCC(=O)N1N=C(c2ccccc2)CC1c1ccccc1 (stereo not given),-18,-1%,0%,-2%,-4%,-5%,0%
Cc1ccc(S(=O)(=O)c2nc(-c3cccs3)oc2SCc2ccc(F)cc2)cc1,-11,2%,/,/,/,7%,6%
CC(=O)Nc1ccc(NC(=O)c2ccccc2Br)cc1,20,6%,/,/,8%,/,/
Cc1onc(-c2ccccc2)c1C(=O)N1CCN(c2ccccc2F)CC1,12,-5%,1%,33%,-5%,-6%,0%
COc1ccccc1OCCNc1cc(N2CCOCC2)ccc1[N+](=O)[O-],64,-1%,1%,-9%,-22%,8%,3%
CCn1c2ccccc2c2cc(NC(=O)COc3ccccc3)ccc21,-40,-12%,-2%,25µM*,-4%,-10%,-7%

Remaining list, next part.
smiles,HCMV antiviral,Tb PYK inh,LmPK inhibitor,AmpC no deterg,AMA1-RON2 inh,Sm TGR inh,AmpC detergent
N=c1oc2ccccc2cc1-c1nc(-c2ccccc2)cs1,-2,-4%,3%,-9%,52%[activator],-3%,-1%
COc1cccc(C(CC(=O)NCc2ccco2)NS(=O)(=O)c2ccc(C)cc2)c1OC (stereo not given),-14,-12%,3%,2%,6%,?,-4%
CCCCNC(=O)Nc1cc(C(F)(F)F)c[nH]c1=O,-5,/,3%,-12%,-7%,4%,6%
c1ccc(Nc2ccccn2)cc1,-16,-13%,1%,-18%,-9%,-8%,-11%
O=C(Nc1ccccc1)c1ccccc1NC(=O)c1ccccc1[N+](=O)[O-],9,-1%,/,/,-24%,/,/
CCCOc1ccc(C(=O)CCC(=O)NNC(=O)Cn2nc(C)cc2C)cc1,-14,3%,/,-6%,98%[activator],3%,?
CCN(CC(=O)Nc1cccc(C#N)c1)CC(=O)Nc1cccc(OC)c1,19,-2%,-3%,-8%[11.4 µM],34%[activator],5%,?
COc1ccc(CN2CC34C=CC(O3)C(C(=O)O)C4C2=O)cc1 (stereo not given),22,-1%,-2%,-20%,-1%,-8%,-8%
Cc1ccc(C(=O)NCC(=O)OCC(=O)NC(C)C2CC3CCC2C3)cc1 (stereo not given),-1,-1%,/,104%[activator],10%,-26%,0%
O=C(NCc1ccc(Cl)cc1)NCc1noc2ccccc12,16,8%,/,/,/,-1%,16%
COc1cc(NC(=O)c2cc3nc(-c4ccccc4)cc(-c4ccccc4)n3n2)cc(OC)c1OC,-35,8%,4%,59%,-3%,12%,-5%
COc1cccc(CNC(=O)C2CC(=O)N(C3CCCCC3)C2)c1 (stereo not given),0,1%,4%,3%,12%,-1%,-1%
O=[N+]([O-])c1cccc(S(=O)(=O)Nc2ccc3cn[nH]c3c2)c1,8,2%,/,-26%,-6%[11.6 µM],/,/
CCOC(=O)c1cc(-c2ccc(OC)cc2)n(CCC(=O)Nc2ccccc2OC)c1C,-10,4%,/,/,/,0%,-9%
Cc1ccc(C)c(N2CCN(C(=O)c3ccccc3Br)CC2)c1,57,-6%,-5%,-16%,-15%,7%,-1%

Filtered by structure: those above with bromine.
smiles,HCMV antiviral,Tb PYK inh,LmPK inhibitor,AmpC no deterg,AMA1-RON2 inh,Sm TGR inh,AmpC detergent
CC(=O)Nc1ccc(NC(=O)c2ccccc2Br)cc1,20,6%,/,/,8%,/,/
Cc1ccc(C)c(N2CCN(C(=O)c3ccccc3Br)CC2)c1,57,-6%,-5%,-16%,-15%,7%,-1%
